S1P3 antagonist: S1P3 receptor antagonists, primary screen, cell-based. inhibition, % at 4.98 µM. CHO S1P3 NFAT-BLA reporter, FRET fluorescence, antagonist mode. Sphingosine 1-phosphate receptor 3 (Homo sapiens), Q99500. 170,000 tested, 0.27% active;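 active means inhibition above the plate cutoff, the mean inhibition of test wells on that plate plus 3 SD, cut at about 28% in these data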;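 further: cells challenged with S1P at its EC80 of 0.8 µM; blue over green emission ratio from cleaved BLA substrate after 4 h stimulation; 0% = S1P-stimulated wells and 100% = unstimulated DMSO-only wells; some compounds past the cut are filed as inactive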
Target sequence (Q99500 whole entry, looked up): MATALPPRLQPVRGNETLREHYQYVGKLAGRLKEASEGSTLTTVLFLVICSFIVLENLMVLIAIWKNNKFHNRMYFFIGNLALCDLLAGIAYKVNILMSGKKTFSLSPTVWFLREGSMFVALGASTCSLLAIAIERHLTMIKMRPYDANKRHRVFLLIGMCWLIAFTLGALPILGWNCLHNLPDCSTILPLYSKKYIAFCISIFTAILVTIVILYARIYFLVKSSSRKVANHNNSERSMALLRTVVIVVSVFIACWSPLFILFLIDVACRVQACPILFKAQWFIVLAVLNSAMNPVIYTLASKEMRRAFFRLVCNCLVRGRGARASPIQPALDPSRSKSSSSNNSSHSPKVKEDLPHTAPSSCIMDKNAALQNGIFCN
An asterisk follows results filed as active. The list is partial; rates above refer to the full screens.

SMILES | S1P3 antagonist
O=C(/C=C/c1ccc2ccccc2n1)N1CCN(S(=O)(=O)c2ccccc2F)CC1 | 3.8
O=C(Nc1cccc(S(=O)(=O)NC2=NCCCCC2)c1)c1cc(-c2ccco2)nc2ccccc12 | -14.3
CC(=O)Nc1ccc(NC(=O)CSc2nc3nc(-c4cccs4)cc(C(F)(F)F)c3c(=O)[nH]2)cc1 | -5.4
Cc1c(O)ccc2c(CN(C)Cc3ccccc3)cc(=O)oc12 | 4.3
Cc1nn(-c2ccc(F)cc2F)c(=O)c2noc(C)c12 | 6.9
CS(=O)(=O)Nc1ccc(N2CCN(c3ccc(C(F)(F)F)cn3)CC2)nc1 | -2.8
COc1ccccc1C1(CCNC(C)c2cccs2)CCOC(C(C)C)C1 (stereo not drawn) | 11.0
O=S(=O)(Nc1ccc(-c2nc3cccnc3s2)cc1)c1cc(F)ccc1F | 4.0
Cc1ccc(S(=O)(=O)N2CCOCC2)cc1C(=O)NC(=S)N1CC(C)CC(C)C1 (stereo not drawn) | 4.1
CCCOc1ccc(/C=C/c2[nH]c(=O)[nH]c(=O)c2[N+](=O)[O-])cc1OCC | -1.1
O=C(/C=C/c1ccc([N+](=O)[O-])cc1)N1CCN(S(=O)(=O)c2cccs2)CC1 | -13.3
COc1cc(C2=NOC(C(=O)Nc3c(C)n(C)n(-c4ccccc4)c3=O)C2)cc(OC)c1OC (stereo not drawn) | -7.3
O=C1N=c2ccccc2=C1c1sc(=S)n(Cc2ccccc2Cl)c1O | -8.1
CC(C)c1ccc(/C=C/C(=O)Nc2ccc(CN3CCOCC3)cc2)cc1 | -2.9
Cc1[nH]nc(NNC(=O)c2ccccc2)c1[N+](=O)[O-] | 5.6
O=C(NCC1CCCO1)C1CCN(C2CCN(Cc3cccs3)CC2)CC1 (stereo not drawn) | -6.9
C(=N\Nc1nncc2ccccc12)/c1ccccc1 | -0.9
CCCOc1ccc(C(=O)NNC(=S)NC(=O)c2ccco2)cc1 | -2.9
NC(=O)CSc1nnc(COc2ccccc2)n1N | -8.0
Nc1cccc(/C=C/c2ccncc2)c1 | 2.7
COC(=O)c1scc(C)c1N1C(=O)c2ccccc2C1=O | -12.6
CCc1ccc2nc(Nc3ncc(C(C)=O)c(C)n3)nc(C)c2c1 | -14.5
CCCCCn1cnc2c(=S)nc(N)[nH]c21 | 5.3
COc1ccccc1/C=C/C(=O)/C=C/c1ccccc1O | -16.1
CC(=O)Nc1ccc(S(=O)(=O)NNC(=O)C(=O)NNc2ccccn2)cc1 | -6.8
Further structures.
SMILES | S1P3 antagonist
O=C(O)c1ccc(N=Cc2c(O)ccc3oc4c(c23)CCCC4)cc1 | 0.2
O=C(Nc1nc2ccccc2s1)c1cccc(S(=O)(=O)N2CCc3ccccc32)c1 | -5.5
CN(NC(=O)c1ccccc1)c1ncc(C(F)(F)F)cc1Cl | 6.2
CN1CCc2nc(SC(C(=O)O)c3ccccc3)c(C#N)c(-c3cccs3)c2C1 (stereo not drawn) | 1.5
O=C(N/N=C/c1cccc([N+](=O)[O-])c1)c1ccncc1 | -7.7
O=C(Nc1cccc([N+](=O)[O-])c1)c1cc2ccccc2cc1O | -1.2
CC(C)OCCCNC1=C(Cl)C(=O)c2ccccc2C1=O | 7.9
CN(CC(=O)Nc1cc(S(=O)(=O)N2CCCC2)ccc1Cl)Cc1cccs1 | -5.0
O=C(c1csc(Nc2cccc3ccccc23)n1)N1CCCC1 | -22.7
O=C(COC(=O)c1ccc([N+](=O)[O-])o1)Nc1nc2ccccc2s1 | 0.7
CC(/C=C1\SC(=S)N(NS(=O)(=O)c2ccc(C)cc2)C1=O)=C\c1ccccc1 | -5.6
OC(COc1cccc2ccccc12)CN1CCN(c2cccc(Cl)c2)CC1 (stereo not drawn) | -3.5
COc1ccccc1NC(=O)c1c([N+](=O)[O-])c(C(C)(C)C)nn1C | -4.8
CC12CCC(C(=O)Nc3ccc(Br)cn3)(OC1=O)C2(C)C (stereo not drawn) | -1.4
NC(=S)N/N=C/c1ccc(-c2ccc(SC(F)F)cc2)o1 | 7.4
CC1=NN2C(=N)/C(=C\c3cc(C)n(Cc4ccccc4)c3C)C(=O)N=C2S1 | -3.4
O=C(Nc1cccc(S(=O)(=O)N2CCOCC2)c1)c1ccccn1 | 4.2
O=C(/C=N/NC(=O)c1ccc(Cl)cc1Cl)c1ccccc1 | 10.3
c1csc(-c2ccn[nH]2)c1 | -6.5
COC(=O)c1cc(=O)c2cccc(OC)c2[nH]1 | -5.2
COC(=O)CNC(=O)COC(=O)/C=C/c1cccs1 | -4.1
Nc1ccc(S(N)(=O)=O)cc1N | 0.2
N#Cc1ccccc1OCC(=O)NC(=O)NCc1ccco1 | 6.2
NNC(=S)Nc1cccc(-c2n[nH]c(=S)o2)c1 | 9.5
Cc1cc(C)n(CC2CC(=O)N(c3ccccc3)C2=O)n1 (stereo not drawn) | 3.4

Looked up above:
Nc1ccc(S(N)(=O)=O)cc1N in S1P3 antagonist = 0.2
COc1ccccc1NC(=O)c1c([N+](=O)[O-])c(C(C)(C)C)nn1C in S1P3 antagonist = -4.8
Cc1cc(C)n(CC2CC(=O)N(c3ccccc3)C2=O)n1 (stereo not drawn) in S1P3 antagonist = 3.4
CN(CC(=O)Nc1cc(S(=O)(=O)N2CCCC2)ccc1Cl)Cc1cccs1 in S1P3 antagonist = -5.0
COC(=O)c1cc(=O)c2cccc(OC)c2[nH]1 in S1P3 antagonist = -5.2
N#Cc1ccccc1OCC(=O)NC(=O)NCc1ccco1 in S1P3 antagonist = 6.2
CN(NC(=O)c1ccccc1)c1ncc(C(F)(F)F)cc1Cl in S1P3 antagonist = 6.2

(cont.)
SMILES | S1P3 antagonist
COc1ccc2c(c1)c(C(=O)N/N=C/c1ccc(Br)cc1)c(C)n2C | -5.8
O=C(O)CC1(CC(=O)Nc2ccc(F)cc2F)CCCCC1 | 9.4
CSc1ccc(C2(O)Cc3cccc[n+]3C2c2ccccc2)cc1 (stereo not drawn) | -1.3
O=c1oc2c3c4c(cc2cc1-c1nc2ccccc2[nH]1)CCCN4CCC3 | 37.6
Cc1nc(-c2ccc(C(F)(F)F)cc2)sc1C(=O)NN | -3.2
Cc1onc(-c2ccccc2Cl)c1C(=O)NCc1ccc2c(c1)cc(C)n2C | -42.5
COc1ccc(CN2CCc3ccccc3C2)c(OC)c1 | 2.0
COc1ccc(N2CCN(C(=O)c3ccccc3F)CC2)c([N+](=O)[O-])c1 | -9.4
CCCCc1c(O)nc(SCC(=O)c2ccccc2)n(-c2ccccc2C)c1=O | 2.4
CCOC(=O)c1[nH]c2ccccc2c1NC(=O)C1CCCC1 | 27.8
COc1ccc(/C=N/NC(=O)Cn2cnc3c2c(=O)n(C)c(=O)n3C)cc1 | -1.4
C/C(=N\NC(=O)Cn1cc([N+](=O)[O-])cn1)c1ccco1 | 0.0
O=C(Nc1ccccc1Cl)C1CC(=O)N(c2ccccc2)C1 (stereo not drawn) | -3.6
CC(C)(C)NNC(=S)Nc1cccc(F)c1 | 5.9
CCOC(=O)c1cc(C(C)(C)C)nc(SC)c1C#N | -7.8
COc1ccc(/C=C/C(=O)N(Cc2cccs2)C2CCS(=O)(=O)C2)cc1 (stereo not drawn) | -6.3
CCOC(=O)c1ccc(NC(=O)Nc2ccon2)cc1 | 21.5
C(=N\Nc1ccc2nncn2n1)/c1ccco1 | 2.3
O=C(O)CC1(CC(=O)Nc2ccc(Oc3cccc(C(F)(F)F)c3)nc2)CCCC1 | -2.0
O=C(O)/C=C/C(=O)NC1CCCCCCCCCCC1 | -6.2
COc1ccc(Nc2nc(NCc3ccco3)nc(N3CCOCC3)n2)cc1 | 5.2
CC1(C)OC(=CC=Nc2ccc(Cl)cc2)OC1(C)C | -9.4
C=CCC1(/C=N/O)CCOC(C)(C)C1 (stereo not drawn) | -9.0
O=C(O)CSc1cc(NS(=O)(=O)c2cccc([N+](=O)[O-])c2)c2ccccc2c1O | -13.3
Nn1c(SCC(=O)NCCCc2ccccc2)nnc1-c1cccnc1 | -18.5
Going on with the list:
SMILES | S1P3 antagonist
CN(C)c1ccc(N=Nc2nc3ccccc3n2C)cc1 | 17.8
COc1ccc(Nc2nc3ccccc3nc2NS(=O)(=O)c2ccc(NC(C)=O)cc2)cc1 | 1.6
COC(=O)CCSCC(=O)Nc1ccc(C)c(S(=O)(=O)N2CCCCC2)c1 | -18.4
Cn1c(NC(=O)CC2CCCCC2)cc(=O)n(C)c1=O | -23.8
CCNc1c([N+](=O)[O-])c(=O)n(CC)c2ccccc12 | -12.9
CCC(C)[C@H](NC(=O)Nc1ccc(C)cc1C)C(=O)O (stereo partly drawn) | 6.2
Cc1c(O)ccc(-c2n[nH]c(C(=O)O)c2-c2nc3ccccc3s2)c1O | 3.5
COc1cccc(NC(=O)Nc2nnc(N3C(C)CCCC3C)s2)c1 (stereo not drawn) | -3.0
O=C(CSc1cccc[n+]1[O-])N1CCc2ccccc21 | -2.7
CC1=Nc2ccccc2N=C(NC(=O)CN2CCN(c3ccc(F)cc3)CC2)C1c1ccccc1 (stereo not drawn) | -3.8
CCOC(=O)C1(Cc2cccc(F)c2)CCN(C(=O)COC)CC1 | 6.0
CN(C)C(=S)NC(C)(C)C | -2.5
COc1ccc(NC(=O)NC(=O)c2cc(OCC(F)(F)F)ccc2OCC(F)(F)F)cc1 | 4.0
Nc1nnc(SCc2nc3scc(-c4ccccc4)c3c(=O)[nH]2)s1 | -0.5
CN(C)C(=O)N(CCCN1CCOCC1)Cc1cccc2ccccc12 | 6.4
O=C(CCl)c1ccc2[nH]c(=O)oc2c1 | 3.1
O=C(NNC1=NS(=O)(=O)c2ccccc21)c1ccccc1 | -9.0
Nc1nc(Nc2ccccc2)n[nH]1 | 0.8
COc1ccccc1C(=O)OCC(=O)Nc1ccccc1OC(F)F | -9.7
O=C(Nc1ccc(O)cc1)/C(=C/c1ccco1)NC(=O)c1ccccc1 | -0.8
O=C(NC(=O)c1cnccc1C(F)(F)F)Nc1ccccc1 | 1.2
CCCOc1ccc(/C(O)=C2/C(=O)C(=O)N(CCCn3ccnc3)C2c2cccnc2)cc1 (stereo not drawn) | -5.3
Cc1cc(C)c2c(N)c(C(=O)c3ccc(Br)cc3)oc2n1 | -4.6
FC(F)(F)c1ccc(-c2n[nH]c(=S)o2)nc1 | 5.2
CCN(CC)S(=O)(=O)c1cccc(C(=O)N[C@H](C(=O)NNC(=O)c2ccccc2)C(C)C)c1 | -13.4

In a second layout: entries from further up
> CCNc1c([N+](=O)[O-])c(=O)n(CC)c2ccccc12
  S1P3 antagonist: -12.9

> O=C(NNC1=NS(=O)(=O)c2ccccc21)c1ccccc1
  S1P3 antagonist: -9.0

Carrying on.
SMILES | S1P3 antagonist
Cc1ccc2oc(/N=C(\N)NC(=O)C(C)(C)C)nc2c1 | -11.4
O=C(NCC(O)c1ccccc1)c1ccccc1 (stereo not drawn) | 3.5
O=C(Nc1nc2ccc([N+](=O)[O-])cc2s1)c1ccncc1 | -1.9
COc1cc2c(cc1OC)C(C)N(S(=O)(=O)c1cn(C)cn1)CC2 (stereo not drawn) | -7.2
CC(=O)Nc1ccc2c(c1)CCCC2 | 1.9
Cc1nc2c(C#N)c[nH]n2c(=O)c1CCO | -17.1
CCn1c2ccccc2c2cc(NC(=O)CNC)ccc21 | -4.6
O=C(NC1CCN(C(=O)C2CCCCC2)CC1)c1ccccc1 | -5.2
Oc1ccccc1N=Cc1c(O)ccc2oc3c(c12)CCCC3 | -17.6
COc1ccc(OC)c(NC(=O)Nc2nnc(N3CCCCC3C)s2)c1 (stereo not drawn) | -21.0
CCN(CC)S(=O)(=O)c1cccc(N2CC(O)=C(c3ccccc3)C2=N)c1 | 8.3
O=c1c2cc(Cl)ccc2nc(-c2ccc(Cl)c(Cl)c2)n1O | -10.3
COc1nc(OCCNS(=O)(=O)c2ccc(C)cc2)nc(N(C)C)n1 | -0.6
CCc1ccc(-c2cn3nc(-c4ccccc4)cnc3n2)cc1 | -16.5
Nc1nnc(SCC(=O)Nc2ccccc2)s1 | -10.6
COc1ccc(/C=C2/N=C(SC)NC2=O)cc1OC | -8.0

Three consecutive records out of the list so far, for reference:
SMILES | S1P3 antagonist
Cc1nc2c(C#N)c[nH]n2c(=O)c1CCO | -17.1
CCn1c2ccccc2c2cc(NC(=O)CNC)ccc21 | -4.6
O=C(NC1CCN(C(=O)C2CCCCC2)CC1)c1ccccc1 | -5.2

2 of the compounds above, with the structure last.
S1P3 antagonist | SMILES
-16.5 | CCc1ccc(-c2cn3nc(-c4ccccc4)cnc3n2)cc1
1.9 | CC(=O)Nc1ccc2c(c1)CCCC2

Source: PubChem (The Scripps Research Institute Molecular Screening Center)
